A-T KAP1 phos – candidate therapy for ataxia-telangiectasia; […] A-T fibroblasts, KAP-1 phosphorylation AlphaLISA; neocarzinostatin DNA damage 30 min before lysis; Potency, µM (doses to about 57.5 µM), for inactives: at the highest dose activation, actives largely listed as activators; 320,000 tested, 0.19% active; AID 485349; also: potency is read from the fitted curve at half-maximal effect; % of control where 0% means no effect; nearly all actives have a fitted effect of over 45% in size
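ATM-like activity read as KAP-1 phosphorylation via AlphaLISA donor/acceptor antibody pairs after lysis and 6 hr at 25C. Cells were ATM-null patient fibroblasts ([…], hTERT), dosed 60 min, then exposed to the DSB inducer NCS for 30 min.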
PTAP TSG101 blk – blocks PTAP/TSG101 interaction to inhibit HIV-1 budding | Fluorescence polarization, FITC-PTAP peptide / Tsg101 binding | Potency, µM (titrated, usually from 115 µM), inactives show at the top dose activity change, negative = inhibition, hits mostly inhibitors | 340,000 tested, under 10 active | AID 493005; active = well fitted inhibition curve with a large enough effect in the main read-out, with a control signal flat, not every such curve was filed as active; inconclusive = small, poorly fitted or top-dose-only effect, or effect the other way, or a change in a side signal; inactive = no such curve, though single readings can be large or run the other way; also: potency is read from the fitted curve at half-maximal effect; % of control where 0% means no effect
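Fluorescence anisotropy tracks displacement of a FITC-tagged PTAP peptide (50 nM) from the Tsg101 binding domain (10 uM), following a 20 min room-temperature incubation at pH 7.5.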
TRPV1 agonist – human TRPV1 agonism. Q8NER1. TRPV1-expressing cells, Fluo-8 calcium influx, agonist mode. activation, % at 8.33 µM. 320,000 tested, 0.19% active; in the data active = activation above about 80%; inconclusive = between about 30% and that limit; also: 0% is about no effect
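TRPV1-expressing cells were cultured overnight at 35.5C and loaded with Fluo-8 calcium dye for 40 to 90 min at room temperature. After a 10 s baseline, compound was added and calcium influx was read kinetically for 3 min (ex 480/em 520 nm).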
Integrin act MD – activates integrin-mediated alleviation for muscular dystrophy | alpha7betagal myoblasts, beta-gal FDG fluorescence, 48 h | AID 624291 | 350,000 tested, 0.064% active | Potency, µM (doses to about 38.3 µM), inactives show top-dose activation, actives largely listed as activators;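 also: potency is read from the fitted curve at half-maximal effect; 100% = response of the positive control SU9516; nearly all actives have a fitted effect of over 60% in size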
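Alpha7betagal+/- myoblasts (passage 13) were plated 16-24 hr, then exposed to compounds (1:260 dilution of DMSO stock) for 48 hours at 37C. After MPER lysis, β-galactosidase reporter activity was read as FDG fluorescence (ex 480/em 540) after 30 minutes.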
CXXC DNA block – blocks binding of human MLL CXXC domain to DNA | Q03164 | Potency, µM (doses to about 115 µM), inactives show at the highest dose activity change, negative = inhibition, usual class: inhibitors | AID 2662 | 290,000 tested, 0.037% active | MLL-CXXC / FITC-HOXA9 DNA fluorescence polarization; active = well fitted inhibition curve with a large enough effect in the polarisation, with a control signal flat, not every such curve was filed as active; inconclusive = small, poorly fitted or top-dose-only effect, or effect the other way, or a change in a side signal; inactive = no such curve, though single readings can be large or run the other way; the % refers to the polarisation; also: potency is read from the fitted curve at half-maximal effect
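Purified MLL-CXXC (added from a 7 uM solution) was preincubated 5 min at ambient with pinned compounds in 50 mM Tris-HCl pH 7.5, 50 mM NaCl, 1 mM DTT, 0.05% BSA. Fluorescein-labeled HOX-A9 DNA (50 nM solution) followed, 30 min, then polarization read.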
ELG1 DNA repair – ELG1-dependent DNA repair inhibition. HEK293T ELG1-luciferase reporter, luminescence, 16 h; DNA damage induced by 5-fluorouridine. AID 504467. Potency, µM (top dose mostly 46.1 µM), inactives show at the highest dose activity change, negative = inhibition, hits mostly inhibitors. 330,000 tested, 2.3% active; also: potency is read from the fitted curve at half-maximal effect; % is scaled to controls: 0 for no effect and ±100 for the full control effect; nearly all actives have a fitted effect of over 55% in size
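In this reporter screen, reduction of luminescence relative to DMSO vehicle indicated activity. Compounds and 5-fluorouridine were added together to 2,000 cells per well, incubated for 16 hr at 37 °C, then developed with ONE-Glo.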
B2AR arrestin – recruits beta-arrestin to the human beta2-adrenergic receptor. Potency, µM (top dose mostly 46.1 µM), without a hit: at the top dose activation, usual class: activators. beta-arrestin recruitment to beta2AR, cell-based reporter. 330,000 tested, 0.02% active. P07550;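 also: potency is read from the fitted curve at half-maximal effect; 0% = DMSO controls and full agonism = EC100 isoproterenol or metaproterenol; nearly all actives have a fitted effect of over 65% in size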
TCR act – activators of T cell receptors. AID 504894. Potency, µM (doses to about 9.22 µM), for inactives: at the highest dose activation of IL-2 secretion, actives largely listed as activators. 330,000 tested, under 10 active. primary human leukocytes, anti-CD3, IL-2 HTRF, 48 h; also: % of control where 0% means no effect
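Using a-CD3 beads without co-stimulation, primary human leukocytes were exposed to compounds for 48 hr. An HTRF IL-2 kit measured the cytokine, with europium-to-d2 energy transfer producing emission at 665nm upon 320nm excitation.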
BRCA1 expr act – BRCA1 expression activation. MCF7-BRCA1-FFLuc reporter, luminescence, 48 h; response scale: scaled: vehicle 0%, 10 µM genistein 100%. Potency, µM (highest dose often 46.1 µM), without a hit: at the highest dose activation, hits mostly activators. 380,000 tested, 1.1% active. AID 624202; also: potency is read from the fitted curve at half-maximal effect; nearly all actives have a fitted effect of over 80% in size; some results filed as inactive show a strong effect at the top dose
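Activators of BRCA1 expression were detected as increased firefly luciferase luminescence in engineered MCF7 cells after 48 h compound incubation. Signals were scaled to genistein 10 microM as full activation.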
p53 reactivation – mutant p53 re-activation in reporter cells | H1299 p53-A138V BP100-luciferase reporter, luminescence, 24 h | 320,000 tested, 0.063% active | Potency, µM (titrated, usually from 92.2 µM), for the others: at the highest dose activity change, positive = activation, hits mostly activators | AID 504706; also: potency is read from the fitted curve at half-maximal effect; % of control where 0% means no effect; nearly all actives have a fitted effect of over 45% in size
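H1299 (p53-null), stable ts p53-A138V + BP100-Luc; 1000 cells/well, Opti-MEM/10% FBS; cpd 4 pt, 1:5; 24 h, 37 deg C, 5% CO2; detection reagent 10 min RT; luminescence.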
Starred values were filed as active, the others as inactive; u = inconclusive; x = not tested or not shown; [ ] = dose if it differs, or a comment. Unless noted, calls follow the shape of the dose curve; as a rule, active = well fitted curve in the direction sought with a large enough effect; inconclusive = small, poorly fitted or top-dose-only effect, or another doubt; inactive = no such curve, though single readings can be large; an effect the other way counts as inactive or inconclusive.

SMILES | A-T KAP1 phos | PTAP TSG101 blk | TRPV1 agonist | Integrin act MD | CXXC DNA block | ELG1 DNA repair | B2AR arrestin | TCR act | BRCA1 expr act | p53 reactivation
COc1cccc(CNCCO)c1OCc1ccccc1Cl | 1% | -2% | 1 | 7% | 6% | -2% | -0.7% | 1%[46.1 µM] | -14% | -5%
COc1cc(OC)cc(-c2c(-c3ccc(F)cc3)c3cc(-c4ccc5[nH]ccc5c4)ccc3n2C)c1 | 13% | 1% | -1 | 1% | x | 2% | 0.2% | 0% | -1% | 7%
O=C(/C=C/c1cccs1)N1CCN(c2ccccc2F)CC1 | -1% | -2% | 26 | -8% | -1% | u | -0.2% | 1%[46.1 µM] | 43% | 10%
CC1Sc2ccc(C(=O)OCc3ccccc3Cl)cc2NC1=O (stereo not given) | -2% | 0% | 11 | 24% | x | u | 0.0% | -5% | 6.3µM* | u
COc1ccc(C(=O)OCC(=O)NC(=O)NC2CCCC2)c(OC)c1 | -1% | 1% | 2 | 12% | -2% | 7% | -0.2% | 2% | -32% | -4%
COc1ccc(CNc2ccc(C)c(C)c2)c(OC)c1OC | 0% | -5% | 17 | -10% | -2% | -20% | -0.4% | -3% | -4% | 3%
Cc1coc(C)c1C(=O)Nc1ccc2ccccc2c1 | 7% | -2% | 5 | u | 6% | u | 0.3% | -2% | 93% | x
CCCCCCCC(=O)NNC(=O)c1c(O)c2ccccc2n(CC)c1=O | -1% | 0% | -2 | 22% | 13% | -9% | -0.4% | x | -11% | 1%
CC(C)C(=O)N1CCN(C2=NS(=O)(=O)c3ccccc32)CC1 | -1% | 0% | 0 | 3% | 3% | 8% | -0.7% | 3% | 1% | 0%
CCN(CC)S(=O)(=O)c1ccc(NC(=S)Nc2ccc(F)cc2)cc1 | 15% | 26% | -2 | 9% | 11% | u | 0.2% | -2% | 6% | -4%
Cc1ccc(CNC(=O)CN2C(=O)CSc3ccc(S(=O)(=O)N4CCC(C)CC4)cc32)cc1 | 6% | -4% | 17 | 21% | 7% | 0% | 0.0% | -2% | -26% | -2%
O=C(NCC(c1ccco1)N1CCc2ccccc2C1)c1ccc(F)cc1 (stereo not given) | 10% | -2% | 3 | -4% | x | -1% | -0.2% | 10% | -26% | 2%
O=C(CSc1nnc(-c2ccncc2)o1)N1CCCC1 | 1% | -3% | -2 | -8% | -1% | -1% | -0.3% | -53% | -2% | 0%
O=C(NCCc1cn2ccsc2n1)C1CCCCC1 | 0% | 2% | -2 | -18% | 3% | u | 0.0% | 1% | 1% | 7%
Nc1nonc1C(=O)NCCNc1ccc([N+](=O)[O-])cn1 | 0% | 1% | -3 | 6% | -2% | 20% | -0.3% | 11% | 24% | 0%
Cc1c(CCC(=O)NCCCCCC(=O)O)c(=O)oc2c(C)c3oc4c(c3cc12)CCCC4 | -3% | -7% | 10 | -1% | -15% | -1% | 0.3% | -5% | -3% | -5%
CC1(C)CC(=O)C2=C(C1)c1c(ccc3ncccc13)NC2c1cccs1 (stereo not given) | 1% | -3% | 11 | -7% | 13% | 19% | 0.0% | 6%[46.1 µM] | -79% | 6%
CCOc1cc2c(cc1OC)C(NC(=O)C(F)(F)F)CC2=O (stereo not given) | 2% | -4% | 2 | -9% | 2% | 1% | -0.3% | 3% | 5% | 6%
COc1ccc(-n2c(C)nc3c(cnn3-c3ccc(Cl)cc3)c2=O)cc1 | 7% | -3% | 5 | -41% | -4% | 18µM* | 0.0% | 1% | -42% | -5%
NC(=O)c1cccnc1Nc1cccc(F)c1 | 15% | 1% | 3 | 16% | 10% | 20% | 0.1% | -2%[46.1 µM] | -1% | 15%
Cc1cccnc1N1C(=O)c2ccc(C(=O)O)cc2C1=O | -5% | -5% | -5 | 2% | 16% | -1% | -0.1% | -24% | -1% | -5%
CCCCCn1c(=O)[nH]c2cc(C(=O)N3CCN(c4ccc(C(C)=O)cc4)CC3)ccc2c1=O | -10% | -3% | 5 | 20% | 13% | 5.8µM* | -0.9% | 0% | -73% | 7%
COc1ccc(C(=O)OCCCOC(=O)c2ccc(OC)cc2OC)c(OC)c1 | 3% | -2% | 2 | -10% | 6% | -2% | 0.2% | -5% | -2% | 12%
Cc1ccc(NC(=O)NNc2cccc(Cl)n2)cc1 | 7% | -1% | -2 | -5% | 6% | 16% | 0.4% | -7% | 13% | 0%
CC1Cc2ccccc2N1C(=O)C1CCN(S(=O)(=O)Cc2ccccc2)CC1 (stereo not given) | 5% | -1% | 12 | -36% | 2% | -15% | 0.4% | -2% | 0% | 1%

Of the compounds above, these have an aryl methoxy group:
SMILES | A-T KAP1 phos | PTAP TSG101 blk | TRPV1 agonist | Integrin act MD | CXXC DNA block | ELG1 DNA repair | B2AR arrestin | TCR act | BRCA1 expr act | p53 reactivation
COc1cccc(CNCCO)c1OCc1ccccc1Cl | 1% | -2% | 1 | 7% | 6% | -2% | -0.7% | 1%[46.1 µM] | -14% | -5%
COc1cc(OC)cc(-c2c(-c3ccc(F)cc3)c3cc(-c4ccc5[nH]ccc5c4)ccc3n2C)c1 | 13% | 1% | -1 | 1% | x | 2% | 0.2% | 0% | -1% | 7%
COc1ccc(C(=O)OCC(=O)NC(=O)NC2CCCC2)c(OC)c1 | -1% | 1% | 2 | 12% | -2% | 7% | -0.2% | 2% | -32% | -4%
COc1ccc(CNc2ccc(C)c(C)c2)c(OC)c1OC | 0% | -5% | 17 | -10% | -2% | -20% | -0.4% | -3% | -4% | 3%
CCOc1cc2c(cc1OC)C(NC(=O)C(F)(F)F)CC2=O (stereo not given) | 2% | -4% | 2 | -9% | 2% | 1% | -0.3% | 3% | 5% | 6%
COc1ccc(-n2c(C)nc3c(cnn3-c3ccc(Cl)cc3)c2=O)cc1 | 7% | -3% | 5 | -41% | -4% | 18µM* | 0.0% | 1% | -42% | -5%
COc1ccc(C(=O)OCCCOC(=O)c2ccc(OC)cc2OC)c(OC)c1 | 3% | -2% | 2 | -10% | 6% | -2% | 0.2% | -5% | -2% | 12%

Next part:
SMILES | A-T KAP1 phos | PTAP TSG101 blk | TRPV1 agonist | Integrin act MD | CXXC DNA block | ELG1 DNA repair | B2AR arrestin | TCR act | BRCA1 expr act | p53 reactivation
CC(=O)c1cccc(NC(=O)N2CCC(C(=O)c3ccc(F)cc3)CC2)c1 | -3% | -1% | u | -7% | 41%[activator] | -20% | 0.5% | 0% | -12% | 10%
CC(NC(=O)Cc1ccccc1)c1ccc(F)cc1 (stereo not given) | 5% | 0% | 17 | -7% | -2% | -3% | 0.1% | -2%[46.1 µM] | -23% | -6%
CC(=O)Nc1ccc(NC(=O)CN(C)S(=O)(=O)c2ccc3c(c2)CCC(=O)N3)cc1 | 0% | -1% | 2 | 21% | 0% | 14% | -0.2% | 5% | 3% | -3%
Cc1ccc(C)c(C(=O)Nc2ccncc2)c1 | 1% | -3% | 7 | 6% | -5% | u | -1.0% | x | -5% | x
COc1cccc(N2CN(CCc3ccccc3)CNC2=S)c1 | -3% | -1% | 1 | -9% | -5% | 0% | 0.3% | 5% | 13% | 3%
Cc1ccccc1/[N+]([O-])=C/c1ccncc1 | 33% | -4% | 2 | -21% | 16% | u | 0.5% | 4% | -7% | -3%
CCCCCCCc1c(O)nc(SCCN(C)C)[nH]c1=O | -5% | -5% | -6 | 7% | -4% | u | 7.5% | -5% | -1% | 29%
Cn1c(CC(=O)Nc2cccc(Cl)c2Cl)nnc1SCC(=O)NC1=NCCS1 | -1% | 0% | -5 | -70%[inhibitor] | 6% | -2% | 0.1% | 2% | -21% | -1%
Cn1c(=O)c2c3c(sc2n2cnnc12)CCC3 | 16% | -5% | -10 | -4% | 9% | 2% | -0.3% | 2% | 15% | 3%
CCOC(=O)c1ccccc1NC(=O)COC(=O)CCCOc1ccccc1 | 0% | 0% | 4 | -2% | x | 14% | 0.1% | 1% | -20% | 3%
O=C(N/N=C/c1c[nH]c2ccccc12)C1CC1c1ccccc1 (stereo not given) | -4% | 1% | 4 | -33% | -2% | -19% | 0.2% | -8%[46.1 µM] | -51% | -5%
Cn1c(=N)n(CC(O)c2ccccc2)c2ccccc21 (stereo not given) | 1% | -3% | 0 | 15% | -3% | u | 0.1% | 8% | -30% | u
C/C(=N\N=C(/N)SC1CC(=O)N(c2ccccc2)C1=O)c1cccs1 (stereo not given) | 5% | -2% | 14 | -5% | -10% | 2% | -0.7% | 0% | -6% | 5%
CCCC(=O)N(Cc1cc(=O)[nH]c2ccccc12)c1cccc(C)c1 | -6% | -9% | -2 | 3% | -2% | -17% | 0.3% | -3% | -15% | -7%

Assay outcomes from PubChem BioAssay.
